# GALK inh: galactokinase (human) inhibition; P51570; Purified GALK, Kinase-Glo residual ATP luminescence; Potency, µM (top dose mostly 57.5 µM), without a hit: top-dose activity change, negative = inhibition, usual class: inhibitors; 270,000 compounds, 0.007% hits; AID 1868; further: potency means the concentration at half of the fitted maximal effect; on the % scale 0 is the no-effect control and ±100 the full control effect
#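 Luminescence from leftover ATP (Ultra-Glo luciferase/luciferin) served as read-out after a 1 h room-temperature reaction of 5 nM GALK with 35 uM ATP and 100 uM galactose.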
# TRPV1 agonist: activates the human vanilloid receptor TRPV1; activation, % at 8.33 µM; Q8NER1; TRPV1-expressing cells, Fluo-8 calcium influx, agonist mode; 320,000 compounds, 0.19% hits; in the data active means activation above about 80%; inconclusive means between about 30% and that limit; further: 0% is about no effect
#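 TRPV1-expressing cells were cultured overnight at 35.5C and loaded with Fluo-8 calcium dye for 40 to 90 min at room temperature. After a 10 s baseline, compound was added and calcium influx was read kinetically for 3 min (ex 480/em 520 nm).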
# PKM2 activator: activators of human pyruvate kinase M2 | Potency, µM (series often up to 57.5 µM), inactives show top-dose activation, usual class: activators | 260,000 compounds, 0.34% hits | purified PKM2, Kinase-Glo ATP luminescence, activation; response scale: 0% is enzyme alone, no compound | AID 1631 | P14618; further: potency means the concentration at half of the fitted maximal effect; on the % scale 0 is the no-effect control and ±100 the full control effect; nearly all actives have a fitted effect of over 55% in size
#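 Kinase-Glo luminescence reports ATP generated from ADP (0.1 mM) and PEP (0.5 mM) by purified hPK-M2 after 1 h at room temperature, pH 7.2 imidazole buffer; intermediate enzyme activity allows detecting inhibitors and activators.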
# Giardia killer: Giardia lamblia killing; 340,000 compounds, 0.15% hits; activity change, % at 7.66 µM, hits read low; AID 540267; Giardia lamblia trophozoite viability; in the data active means activity change below about -80%; inconclusive means between about -30% and that limit;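 further: parasites exposed to compound for two days anaerobically before the ATP read; on the % scale 0 is the no-effect control and ±100 the full control effect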
#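 Viability, read as ATP luminescence: trophozoites at 100 cells/well, compound added, 48 hrs anaerobic at 37 deg C, then 15-30 min room-temperature development before reading.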
# FBPA coupling cs: coupling enzyme interference in Giardia aldolase counter-screen; coupling enzyme system counterscreen, AmpLite Red fluorescence; activity change, negative = inhibition, % at 58.2 µM, hits read low; 290,000 compounds, 0.67% hits; in the data active means activity change below about -30%; further: on the % scale 0 is the no-effect control and ±100 the full control effect
#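 Coupling enzymes only (glyceraldehyde-3-phosphate) + compound, at 57.5 uM final, 10 min RT; add substrate/coupling/AmpLite Red mix, 20 min RT; fluorescence ex 525/em 598 nm. Actives flag coupling-system interference.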
# B2AR arrestin: recruits beta-arrestin to the human beta2-adrenergic receptor; P07550; beta-arrestin recruitment to beta2AR, cell-based reporter; Potency, µM (titrated, usually from 46.1 µM), for inactives: top-dose activation, hits mostly activators; 330,000 compounds, 0.02% hits; AID 492947;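 further: potency means the concentration at half of the fitted maximal effect; 0% = DMSO controls and full agonism = EC100 isoproterenol or metaproterenol; nearly all actives have a fitted effect of over 65% in size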
# USP2a block: blocks human ubiquitin-specific protease USP2a. AID 463254. USP2 core, Ub-CHOP2 coupled fluorogenic reporter, 485/531. Potency, µM (series often up to 38.3 µM), for the others: top-dose activity change, negative = inhibition, actives largely listed as inhibitors. 330,000 compounds, 0.01% hits. O75604;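 further: potency means the concentration at half of the fitted maximal effect; plate controls were DMSO wells for no effect and full inhibition by NEM control for full effect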
#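 Deubiquitinase activity read as fluorescence (485/531 nm) after Ub-CHOP2 cleavage activates the enterokinase reporter on its substrate; USP2 core 10nM, Ub-CHOP2 and substrate 25nM each, 30min compound preincubation then 60min RT; data normalized to NEM, curves fitted.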
# hERG WT inh: KCNH2 (human, wildtype) channel inhibition. U2OS, BacMam KCNH2, thallium flux FluxOr; hits give low values. activity change, % at 1.84 µM. 340,000 compounds, 0.37% hits. AID 720551;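 active means maximum activity change below -70%; inconclusive means maximum activity change between -70% and -50%; inactive means maximum activity change above -50%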; further: on the % scale 0 is the no-effect control and ±100 the full control effect
# Target sequence (Q12809 whole entry, looked up): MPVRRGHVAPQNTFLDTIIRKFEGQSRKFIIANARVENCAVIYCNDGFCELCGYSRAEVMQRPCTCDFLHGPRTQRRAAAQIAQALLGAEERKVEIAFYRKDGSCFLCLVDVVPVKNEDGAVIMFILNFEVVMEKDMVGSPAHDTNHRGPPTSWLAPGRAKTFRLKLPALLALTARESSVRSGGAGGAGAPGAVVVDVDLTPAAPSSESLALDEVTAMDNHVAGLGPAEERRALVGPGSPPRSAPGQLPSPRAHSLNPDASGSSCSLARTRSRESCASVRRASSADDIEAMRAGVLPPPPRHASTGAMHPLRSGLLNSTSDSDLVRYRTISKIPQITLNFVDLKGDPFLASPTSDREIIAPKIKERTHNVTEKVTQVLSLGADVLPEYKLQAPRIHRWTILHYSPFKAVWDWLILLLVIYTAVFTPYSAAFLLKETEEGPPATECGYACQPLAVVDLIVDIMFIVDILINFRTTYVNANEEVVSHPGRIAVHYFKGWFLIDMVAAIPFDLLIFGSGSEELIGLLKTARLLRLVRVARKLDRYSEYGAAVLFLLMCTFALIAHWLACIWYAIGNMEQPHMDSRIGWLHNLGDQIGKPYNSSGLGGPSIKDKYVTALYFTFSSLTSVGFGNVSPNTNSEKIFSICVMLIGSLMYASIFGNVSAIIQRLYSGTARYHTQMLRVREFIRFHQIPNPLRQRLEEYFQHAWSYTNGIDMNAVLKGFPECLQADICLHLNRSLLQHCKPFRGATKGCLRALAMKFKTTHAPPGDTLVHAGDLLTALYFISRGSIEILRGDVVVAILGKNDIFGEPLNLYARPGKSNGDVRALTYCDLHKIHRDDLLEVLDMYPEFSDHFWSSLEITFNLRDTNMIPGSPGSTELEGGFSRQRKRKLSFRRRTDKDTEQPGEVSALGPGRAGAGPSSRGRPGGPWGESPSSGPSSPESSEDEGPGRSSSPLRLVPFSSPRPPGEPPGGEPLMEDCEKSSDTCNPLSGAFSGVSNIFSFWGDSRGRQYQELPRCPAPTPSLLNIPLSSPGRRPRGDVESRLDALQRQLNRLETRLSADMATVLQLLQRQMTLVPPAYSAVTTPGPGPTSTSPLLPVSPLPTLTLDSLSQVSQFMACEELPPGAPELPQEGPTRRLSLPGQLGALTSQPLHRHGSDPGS
#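 U2OS cells transduced with wild-type KCNH2 virus are loaded with FluxOr dye for 45 min, and thallium flux is measured in kinetic reads before and after stimulation buffer. Rate constants are normalized to DMSO controls.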
# Menin-MLL TR inh: inhibitors of human menin-MLL interaction, mutant MLL peptide; O00255; Menin + Texas Red MLL mutant peptide, fluorescence polarization; Potency, µM (doses to about 61.6 µM), for the others: at the highest dose FP activity change, negative = inhibition, most hits filed as inhibitors; 270,000 compounds, 0.23% hits; AID 1768; active means well fitted inhibition curve with a large enough effect in the polarisation, with a control signal flat, not every such curve was filed as active; inconclusive means small, poorly fitted or top-dose-only effect, or effect the other way, or a change in a side signal; inactive means no such curve, though single readings can be large or run the other way; the % refers to the polarisation; further: potency means the concentration at half of the fitted maximal effect; % of control where 0% means no effect; many of its hits are not listed in these tables
# KCNH2 3.1 inh: KCNH2 3.1 (human) potassium channel inhibition. activity change, % (tested at about 1.8 µM). U2OS KCNH2 3.1, thallium flux FluxOr; hits give low values. 340,000 compounds, 0.95% hits;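 active means maximum activity change below -70%; inconclusive means maximum activity change from -70% to -50%; inactive means maximum activity change above -50%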;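 further: thallium influx rate constant from kinetic fluorescence after stimulation buffer; on the % scale 0 is the no-effect control and ±100 the full control effect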
#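 Measured as rate of thallium-driven FluxOr signal in transduced U2OS cells carrying the 3.1 channel, read kinetically for 2 min upon stimulation; values are rate constants scaled to DMSO control wells.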
# MLL CXXC-DNA inh: blocks binding of human MLL CXXC domain to DNA; Q03164; MLL-CXXC / FITC-HOXA9 DNA fluorescence polarization; Potency, µM (highest dose often 115 µM), for the others: at the top dose activity change, negative = inhibition, usual class: inhibitors; 290,000 compounds, 0.037% hits; active means well fitted inhibition curve with a large enough effect in the polarisation, with a control signal flat, not every such curve was filed as active; inconclusive means small, poorly fitted or top-dose-only effect, or effect the other way, or a change in a side signal; inactive means no such curve, though single readings can be large or run the other way; the % refers to the polarisation; further: potency means the concentration at half of the fitted maximal effect
#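 Fluorescence polarization: 7 uM MLL-CXXC (stock) preincubated 5 min with compounds, then 50 nM fluorescein-HOX-A9 DNA (stock) added; 30 min ambient. Buffer 50 mM Tris-HCl pH 7.5, 50 mM NaCl, 1 mM DTT, 0.05% BSA.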
# * hit, by the source's call; i = inactive; ? = inconclusive; nt = no result given; & = joins results of further samples; [ ] = dose if it differs, or a comment. Unless noted, the call rests on the fitted dose curve; in most records, active means well fitted curve in the direction sought with a large enough effect; inconclusive means small, poorly fitted or top-dose-only effect, or another doubt; inactive means no such curve, though single readings can be large; an effect the other way counts as inactive or inconclusive. The list is partial, so the mix of outcomes need not match the whole.
SMILES,GALK inh,TRPV1 agonist,PKM2 activator,Giardia killer,FBPA coupling cs,B2AR arrestin,USP2a block,hERG WT inh,Menin-MLL TR inh,KCNH2 3.1 inh,MLL CXXC-DNA inh
COc1ccc(OC)c(N=C(N)N=C(N)N)c1,-3%,1,-2%,-13,2,-0.5%,0%,-1,-1%,1,-2%
CC(C)Cc1ccc(CN2CCCC(NC(=O)CCn3cnnn3)C2)cc1 (stereo unspecified),-3%,1,-5%,29,nt,-0.1%,-5%,7,nt,2,7%
COc1cccc(NC(=O)CN2CCc3ccccc3C2)c1,-2%,11,-5%[11.5 µM],7,-1,-0.4%,1%,14,-7%,-14,6%
C=CCN1c2ccccc2[C@]23C[C@@H](C(=O)OC)N(C(=O)C4CCC4)C2=NC(C(=O)OC)=C(C(=O)OC)[C@H]13,-1%,6,-6%[11.5 µM],-1,0&0,0.0%,0%,2,-14%[11.7 µM],-3,3%
CC1CCN(C(=O)CSc2nnc(-c3ccccc3F)o2)CC1,3%,?,nt,13,3,-0.2%,4%,-6,nt,3,-5%
COc1ccc(C(=O)Nc2ccc(C)c(S(=O)(=O)N3CCCCCC3)c2)cc1,-2%,?,1%,-1,-3,0.1%,-1%,12,35%[activator],-13,2%
CCC(=O)Nc1cc(C(=O)OCC(=O)c2ccc(Cl)cc2Cl)ccc1C,-4%,1,-4%,6,nt,-0.4%,2%,11,?,-11,11%
CNS(=O)(=O)c1cccc(C(=O)NCC(c2cccs2)N2CCOCC2)c1 (stereo unspecified),nt,-5,nt,-20,nt,-0.6%,4%,-8,nt,-9,nt
CCCCCCn1c(=O)c(Cc2ccccc2)c(O)c2ccccc21,3%,7,-3%,-15,3,-0.4%,3%,5,0%,nt,7%
CCN(CC(=O)Nc1ccccc1C(F)(F)F)C(=O)CN1C(=O)NC(C)(c2ccccc2)C1=O (stereo unspecified),nt,-2,nt,-13,nt,-1.1%,5%,0,nt,6,nt
COc1ccc(C(=O)n2c(C)c(CCO)c(=O)n2C)cc1,7%,8,-6%,4,-1,-0.2%,0%,i,3%,-5,215%[activator]
Nc1nc(SCC(=O)NCc2ccccc2)n[nH]1,0%,0,-1%,21,3,0.0%,2%,17,12%,-1,-5%
O=C(Cn1nc(-c2ccccc2)ccc1=O)Nc1ccc(NC(=O)c2ccccn2)cc1,10%,2,?,32[activator],0,0.4%,-5%,-1,?,-6,0%
C[C@H]1CN([C@@H](C)CO)C(=O)c2cc(NC(=O)C3CCCCC3)ccc2O[C@H]1CN(C)CC1CCCCC1,nt,nt,nt,-7,nt,-0.2%,1%,5,nt,14,nt
COc1cccc(/C=N/NC(=O)CSc2ccccc2C)c1OC,nt,-2,-1%,-7,1,-0.4%,0%,-1,-8%,6,5%
COc1ccc(NC(=O)COc2cccc(C(F)(F)F)c2)cn1,nt,23,nt,-29,nt,-0.2%,10%,-1,nt,15,nt
O=S(=O)(NCCN1CCOCC1)c1cccs1,-1%,1,0%,?,5,-0.8%,4%,8,0%,-1,4%
Cc1ccc(S(=O)(=O)N2CCN(C(=O)c3cccc(F)c3)CC2)cc1,3%,4,4%,2,3,nt,nt,-3,-22%,-7,1%
CC(C)(C)CC(C)(C)NC(=O)c1ccccc1,1%,6,1%,8,-1,0.0%,5%,0,-23%,33,7%
CC(C)[C@H](NC(=O)N1CCn2c1nc1ccccc12)C(=O)NC1CC1,6%,1,nt,0,nt,0.1%,4%,3,nt,1,0%
O=C1CC(NS(=O)(=O)c2ccc3ccccc3c2)CN1c1ccccc1 (stereo unspecified),nt,3,nt,20,nt,0.2%,0%,-11,nt,-2,nt
Cc1cccc(N2CCN(C(=O)C(Cc3ccccc3)NC(N)=O)CC2)c1C (stereo unspecified),-1%,-3,nt,-22,-2,-0.5%,-1%,2,?,13,4%
COc1ccc(C(C)(C)C)cc1NC(=O)COC(=O)c1ccc([N+](=O)[O-])o1,0%,7,2%,2,-7,0.1%,1%,0,-5%,3,-3%
O=C(O)c1cc(NN=C2c3ccccc3-c3ccccc32)ccc1Cl,3%,-2,nt,1,7,-0.3%,-14%,-10,?,5,-1%
CCN(CC)CCCNC(=O)c1cc(Nc2ccc(OC)cc2OC)nc2ccccc12,-2%,3,nt,36[activator],2,0.5%,3%,3,3%,-2,0%
CCn1c(SCC(=O)Nc2ccc(N(C)C)cc2)nnc1C1CC1,-1%,-2,-2%,7,0,-0.2%,3%,5,1%,-1,7%
CN(C)/C=N/c1nc2nccc(-c3cccs3)n2n1,0%,5,9%,12,0,-0.2%,2%,-28,-6%,0,-4%
Cc1c(C(=O)NC2CCCCC2C)oc2ccccc12 (stereo unspecified),5%,3,6%,-3,nt,0.0%,3%,1,nt,-35,29%
CC(=O)c1ccc(S(=O)(=O)NCCC(=O)NC(C)c2ccncc2)cc1 (stereo unspecified),nt,1,nt,-13,nt,-0.1%,0%,10,nt,11,nt
CCN(CC)C(=O)c1cc2c(=O)n3ccccc3nc2s1,3%,-3,-6%,6,-1,0.3%,-7%,-13,1%,-3,-7%
CC(C)c1cccc(C(C)C)c1NC(=O)CNCc1ccccc1F,2%,?,-15%,-10,-2,0.0%,2%,nt,?,11,22%
CCN=C1SC(C(=O)Nc2ccc(OCC)cc2)CC(=O)N1CC (stereo unspecified),2%,0,0%,-4,2,0.1%,0%,-3,18%,-1,5%
CC1(C(=O)NC2CCCCCCC2)CC1(Cl)Cl (stereo unspecified),1%,24,2%,-6,1,0.3%,-4%,1,0%,-1,-3%
CC1(C(=O)O)CCC(C(=O)Nc2ccccc2)C1(C)C (stereo unspecified),0%,2,-10%,-4,10,-0.2%,1%,0,-13%,6,0%
Cc1cc2nc(SCCOC(=O)Nc3ccccc3)nc(C)c2cc1C,1%,14,-1%,4,1,-0.7%,-4%,-1,15%,-2,2%
CCOC(=O)c1sc2nc(C)nc(SCC(N)=O)c2c1C,3%,1,3%,-6,-2,-0.6%,6%,-3,-9%,-2,17%
COc1cc(SC)ccc1C(=O)NCCN1CCOCC1,2%,nt,-3%,-3,-2,-0.6%,1%,-7,nt,-7,-5%
O=C(CCCc1nc2ccccc2s1)NCc1ccccc1,3%,22,7%,-8,-2,-0.5%,4%,-4,-15%,-1,5%
Cc1ccc(C)c2[nH]c(=O)c(CN(Cc3cccnc3)C(=S)NCc3ccco3)cc12,-1%,1,14%,-16,2,-0.2%,6%,-1,nt,?,-3%
O=c1nc(Nc2ccc(Br)cc2)sc2ccc([N+](=O)[O-])cc12,1%,1,1%,-22,-1,-0.3%,-3%,5,nt,2,0%
Cc1ccc(S(=O)(=O)NC2CCCCCC2)cc1C(N)=O,-1%,-9,6%,7,-3,5.0%,3%,8,12%,11,2%
C=CCc1cc(C)ccc1OCCOCCn1ccnc1,0%,5,7%,-5,1,0.9%,4%,17,-6%,3,-9%
Cc1ccc(S(=O)(=O)N2CCN(C(=O)C3CSC4(C)CCC(=O)N34)CC2)cc1C (stereo unspecified),nt,-6,nt,-6,nt,-0.2%,-2%,4,nt,-11,nt
COc1cccc(CN(C)CC(=O)Nc2ccccc2N2CCOCC2)c1OC,-1%,?,-1%,18,5,-0.2%,-9%,-4,-7%,0,19%
O=C1CC(Sc2nnnn2C2CCCCC2)C(=O)N1c1ccccc1 (stereo unspecified),-3%,3,10%,-17,-3,-0.1%,3%,1,1%,-4,-1%
Cn1nnnc1SCC(=O)Nc1ccccc1Cl,1%,-1,1%,1,2,-0.1%,1%,4,6%,5,1%
COc1ccc(C(=O)N2N=C3CC(C)(C)OCC3C2c2ccccc2)cc1 (stereo unspecified),-1%,6,2%,-20,2,-0.9%,1%,5,20%,6,3%
Cc1cc(=O)[nH]c(SC(C)C(=O)Nc2cccc3ccccc23)n1 (stereo unspecified),-4%,0,0%,-9,6,-0.1%,-1%,3,4%,5,-8%
COc1cc(C=O)ccc1Oc1ccc(S(=O)(=O)N2CCOCC2)cc1[N+](=O)[O-],nt,nt,nt,-10,nt,0.5%,3%,6,nt,4,nt
O=[N+]([O-])c1ccc2nc(NCCCO)nc(-c3ccccc3)c2c1,2%,?,27%,12,-1,0.0%,1%,-4,8%,-9,-1%

# Compound activity as filed in PubChem.
